# Tau fil binding: qHTS Assay for Tau Filament Binding; Microtubule-associated protein tau (Homo sapiens), P10636; recombinant tau filaments, thioflavin S fluorescence, 15 h; filaments grown with octadecylsulfate alongside compound; Potency, µM (titrated, usually from 57.1 µM), inactives show at the highest dose activity change, negative = inhibition; 71,000 tested, 2% active; AID 596, 2007;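 further: potency means the concentration at half of the fitted maximal effect; on the % scale 0 is the no-effect control and ±100 the full control effect; actives lower thioflavin S fluorescence by blocking filaments or displacing dye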
#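 Read-out: ThS fluorescence, 450 nm excitation/510 nm emission; lower signal marks blocked filament formation or displaced dye. Tau at 1 uM with 30 uM ODS, 10 uM ThS, 5 mM DTT, 100 mM NaCl, 10 mM HEPES pH 7.4; 15 h, 37 C.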
# A350 fluor: qHTS Assay for Spectroscopic Profiling in A350 Spectral Region. Compound autofluorescence, 340/450 nm, Alexa 350 dye-equivalents; active compounds read high. max dye-equivalent concentration, M. 59,000 tested, 11% active; in the data active means max dye-equivalent concentration above about 10 nM; inconclusive means mostly about 1.1 nM to 9.6 nM
# Caspase-1 inhib: qHTS Assay for Allosteric/Competitive Inhibitors of Caspase-1; Caspase-1 enzyme, Ac-WEHD-AFC fluorogenic rate; 75,000 tested, 0.03% active; P29466; AID 900, 2007; Potency, µM (series often up to 57.5 µM), for the others: top-dose activity change, negative = inhibition, usual class: inhibitors;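 further: potency means the concentration at half of the fitted maximal effect; plate controls were vehicle for no effect and no substrate for full effect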
# Target sequence (P29466 120-297 limits assumed): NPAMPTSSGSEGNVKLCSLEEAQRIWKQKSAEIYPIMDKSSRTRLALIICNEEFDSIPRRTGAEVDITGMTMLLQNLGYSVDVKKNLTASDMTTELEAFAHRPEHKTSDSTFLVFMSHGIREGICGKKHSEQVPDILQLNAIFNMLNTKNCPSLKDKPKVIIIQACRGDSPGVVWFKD
# Target sequence (P29466 317-404 limits assumed): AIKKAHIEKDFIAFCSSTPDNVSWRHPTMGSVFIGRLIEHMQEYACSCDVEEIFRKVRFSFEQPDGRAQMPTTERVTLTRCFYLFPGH
# CRE Fsk mod: Cell signaling CRE-BLA (Fsk stim); CHO CRE-bla reporter (cAMP response element driving beta-lactamase), forskolin EC10, beta-lactamase ratio; Potency, µM (doses to about 38.2 µM), for the others: at the highest dose activity change, negative = inhibition, hits mostly activators; 71,000 tested, 2.5% active; active means well fitted activation curve with a large enough effect in the signal ratio, with a control signal flat, not every such curve was filed as active; inconclusive means small, poorly fitted or top-dose-only effect, or effect the other way, or a change in a side signal; the % refers to the signal ratio; further: potency means the concentration at half of the fitted maximal effect; % of control where 0% means no effect
#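 CRE-bla CHO cells stimulated with EC10 NKH 477 (water-soluble forskolin) and compound titrations, 3 h at 37C; beta-lactamase read with CCF4 after 2 h at room temperature. Activity from 460/530 nm emission ratio, AC50 values for positive or negative modulation.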
# Caspase-7 inhib: qHTS Assay for Allosteric/Competitive Inhibitors of Caspase-7 | Potency, µM (titrated, usually from 57.5 µM), inactives show at the top dose activity change, negative = inhibition, usual class: inhibitors | AID 889, 2007 | recombinant caspase-7, Ac-DEVD-AFC fluorescence rate | P55210 | 75,000 tested, 0.02% active; active means well fitted inhibition curve with a large enough effect in the main read-out, with a control signal flat, not every such curve was filed as active; inconclusive means small, poorly fitted or top-dose-only effect, or a change in a side signal; further: potency means the concentration at half of the fitted maximal effect; % of control where 0% means no effect
# HEK293 cAMP ctrl: qHTS Assay for Agonists of the Thyroid Stimulating Hormone Receptor: Activators of Intracellular cAMP Concentrations in Parental HEK 293. parental HEK293 CNG cAMP sensor, membrane potential fluorescence. 73,000 tested, 2.5% active. AID 938, 2007. Potency, µM (doses to about 57.1 µM), without a hit: at the top dose activation, actives largely listed as activators; further: potency means the concentration at half of the fitted maximal effect; % of control where 0% means no effect; nearly all actives have a fitted effect of over 55% in size
#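 Parental HEK 293 cells stably expressing a cAMP-gated CNG channel were loaded with membrane potential dye containing 100 uM RO 20-1724 for 60 min. Compound added for 30 min; depolarization read as fluorescence intensity at 590 nm.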
# BRCT inh red: qHTS Assay for Inhibitors of BRCT-Phosphoprotein Interaction (Red Fluorophore); Breast cancer type 1 susceptibility protein (Homo sapiens), P38398; BRCT-phosphopeptide binding, red fluorescence polarization; Potency, µM (series often up to 76.9 µM), for the others: top-dose activity change, negative = inhibition, most hits filed as inhibitors; 75,000 tested, 0.03% active; further: on the % scale 0 is the no-effect control and ±100 the full control effect
#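 Fluorescence polarization: 100 nM His-tagged BRCA1 BRCT with 100 nM TAMRA-labelled phospho-BACH1 decapeptide, phosphate buffer pH 7.3 with 150 mM NaCl, DTT, 0.01% Tween 20; 12 min RT. Binding inhibition seen as FP decrease.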
# USP2a inh: qHTS Assay for Inhibitors of Ubiquitin-specific Protease USP2a; Ubiquitin carboxyl-terminal hydrolase 2 (Homo sapiens), O75604; USP2a enzymatic assay, qHTS inhibition; Potency, µM (titrated, usually from 38.3 µM), for the others: top-dose activity change, negative = inhibition, hits mostly inhibitors; 60,000 tested, 0.1% active; AID 927, 2007;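 further: potency means the concentration at half of the fitted maximal effect; nearly all actives have a fitted effect of over 60% in size; plate controls were DMSO for no effect and NEM full inhibition control for full effect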
# Target sequence (O75604 whole entry, looked up): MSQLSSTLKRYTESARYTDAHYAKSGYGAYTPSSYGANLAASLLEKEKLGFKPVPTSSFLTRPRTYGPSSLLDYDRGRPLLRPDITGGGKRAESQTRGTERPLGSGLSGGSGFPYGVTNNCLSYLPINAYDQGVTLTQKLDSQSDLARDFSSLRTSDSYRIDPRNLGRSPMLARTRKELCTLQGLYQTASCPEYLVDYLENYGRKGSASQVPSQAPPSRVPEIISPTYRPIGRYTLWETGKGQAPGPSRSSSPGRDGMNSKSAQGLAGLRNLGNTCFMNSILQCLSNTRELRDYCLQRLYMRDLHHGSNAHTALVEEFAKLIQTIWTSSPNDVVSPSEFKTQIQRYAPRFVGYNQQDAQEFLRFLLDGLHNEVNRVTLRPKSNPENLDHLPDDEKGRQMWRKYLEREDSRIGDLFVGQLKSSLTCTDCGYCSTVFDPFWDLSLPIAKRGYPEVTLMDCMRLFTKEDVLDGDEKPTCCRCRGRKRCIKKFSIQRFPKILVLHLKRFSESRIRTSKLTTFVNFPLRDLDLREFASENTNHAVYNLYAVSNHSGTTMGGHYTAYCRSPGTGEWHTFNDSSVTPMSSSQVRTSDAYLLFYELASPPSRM
#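 USP2 core (20nM final) preincubated 30 min RT with compound, then Ub-PLA2 20nM and NBD C6-HPC 20uM final added; buffer 20mM Tris-HCl pH 8.0, 2mM CaCl2. Fluorescence Ex 460/Em 535 read at 0 and 2.5 h; normalized to NEM.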
# ERK AVP inh: qHTS Assay for Inhibitors of the ERK Signaling Pathway using a Homogeneous Screening Assay; HEK293-V1b, vasopressin-stimulated pERK AlphaScreen; Potency, µM (highest dose often 57.5 µM), for inactives: at the highest dose activity, negative = inhibition, hits mostly inhibitors; 72,000 tested, 0.99% active; AID 995, 2007; further: potency means the concentration at half of the fitted maximal effect; on the % scale 0 is the no-effect control and ±100 the full control effect; nearly all actives have a fitted effect of over 55% in size
#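 HEK293 cells stably expressing V1b receptor, seeded overnight in 1% FBS, were treated with compounds for 30 min at 37C, then stimulated 5 min with 25 nM vasopressin; phospho-ERK read by AlphaScreen SureFire after lysis.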
# Luciferase inh: qHTS Assay for Inhibitors of Firefly Luciferase | 72,000 tested, 2.2% active | purified firefly luciferase, luminescence, 8 min | Potency, µM (doses to about 57.1 µM), for inactives: at the top dose activity change, negative = inhibition, usual class: inhibitors; further: potency means the concentration at half of the fitted maximal effect; on the % scale 0 is the no-effect control and ±100 the full control effect; nearly all actives have a fitted effect of over 40% in size
#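 Substrate buffer containing 10 uM ATP (pH 7.2 imidazole, Mg2+, KCl, detergent, BSA) is dispensed, compound pinned in, then luciferase/luciferin detector mix added. After 8 min at ambient temperature, light output is measured.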
# BRCT PPI green: qHTS Assay for Inhibitors of BRCT-Phosphoprotein Interaction (Green Fluorophore); 75,000 tested, 0.05% active; AID 875, 2007; BRCA1 BRCT-phosphopeptide binding, green fluorescence polarization; Potency, µM (highest dose often 76.9 µM), for the others: at the top dose activity change, negative = inhibition, most hits filed as inhibitors;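 further: potency means the concentration at half of the fitted maximal effect; plate controls were peptide without protein for full effect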
#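 Compounds were incubated for 12 min at room temperature with a complex of 100 nM fluorescein-tagged pBACH1 decapeptide and 250 nM His-tagged BRCT protein. Buffer was phosphate pH 7.3 with EDTA, DTT and Tween 20. Disruption of binding lowers the polarization signal.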
# Starred values were filed as active, the others as inactive; i = inactive; ? = inconclusive; . = no result given; & = joins results of further samples; [ ] = dose if it differs, or a comment. Unless noted, the call rests on the fitted dose curve; in most records, active means well fitted curve in the direction sought with a large enough effect; inconclusive means small, poorly fitted or top-dose-only effect, or another doubt; inactive means no such curve, though single readings can be large; an effect the other way counts as inactive or inconclusive.
mol | Tau fil binding | A350 fluor | Caspase-1 inhib | CRE Fsk mod | Caspase-7 inhib | HEK293 cAMP ctrl | BRCT inh red | USP2a inh | ERK AVP inh | Luciferase inh | BRCT PPI green
COC1C(O)C(C)O[C@H](OC2CC[C@@]3(C=O)C4CC[C@]5(C)C(C6=CC(=O)OC6)CC[C@@]5(O)C4CC[C@@H]3C2)C1O (stereo partly drawn) | . | . | 1% | . | -1% | . | -0.5% | -7% | -10% | . | -1.9%[3.08 µM]
O=C1C2CCCN2C(c2ccccc2)N1c1ccccn1 (stereo not drawn) | 5% | i | 1% | -8% | 1% | 0% | -0.1% | -1% | 10% | 4% | -2.0%
O=C1NC(=O)C2(Cc3ccccc3N3CCCC32)C(=O)N1c1ccccc1 (stereo not drawn) | 5% | 2.1e-08M* | ? | ? | -30% | 1% | -1.8% | 19% | -4% | 2% | -1.3%
CCC(N)C(O)c1ccc(O)c(O)c1 (stereo not drawn) | . | . | -1% | . | 1% | . | 0.3% | -14% | ? | . | -1.1%[3.08 µM]
Cc1nc2ccccc2c2c1C(=O)N(C(C)C)C2=O | -19% | ? | 0% | ? | 2% | -5% | -1.5% | 35%[activator] | -28% | 1% | -1.4%
C=C(C)[C@H]1CC[C@]2(C(=O)O)CC[C@]3(C)[C@@H](CC[C@H]4[C@@]5(C)CC[C@@H](O)C(C)(C)[C@@H]5CC[C@@]43C)[C@H]12 | 0%[25.6 µM] | i | -1%[25.7 µM] | 2%[17.1 µM] | 0%[25.7 µM] | -1%[25.6 µM] | 0.5%[34.4 µM] | ? | 22%[25.7 µM] | -3%[25.5 µM] | -3.9%[34.4 µM]
C[C@H]1CC[C@@H]2[C@@H](C)C(=O)O[C@H]3O[C@@]4(C)CC[C@@H]1[C@]32OO4 | ? | i | . | 0% | . | 11% | . | . | . | 1%[11.4 µM] | .
O=S(=O)(c1ccc(Cl)cc1)N1CN2CCN(C2)C1 | 4% | ? | 0% | ? | 0%[0.00368 µM] | 1% | -1.7% | -7% | 7% | 2% | 0.7%
CC1CN=C(NCc2ccncc2)S1 (stereo not drawn) | 2% | i | 1% | ? | 1% | 4% | -0.1% | -1% | -3% | 3% | -5.1%
CC(=NCc1ccco1)c1c(O)n(C)c(=O)n(C)c1=O | 6% | i | 0% | ? | -2% | 7% | -0.1% | 1% | -8% | 1% | -1.4%
Oc1cccc(Cl)c1 | 5% | . | -2% | -6% | 0% | 20% | -1.3% | . | -16% | . | 0.9%
CN(C)C(=O)Nc1cccc(OC(=O)N(C)C)c1 | 10% | i | 3% | -2% | 1% | 0% | 1.8% | -6% | 1% | 1% | -2.0%
CCC(=NCCC1=CCCCC1)c1c(O)[nH]c(=O)[nH]c1=O | -4% | i | -1% | ? | -1% | -2% | -1.3% | 2% | -22% | 2% | -1.7%
O=C(COc1ccccc1)N1CCN(C/C=C/c2ccccc2)CC1 | -7% | i | -2% | -6% | 1% | 20% | 0.1% | 25% | -3% | 0% | -0.5%
O=C(O)C1CN2CCC1CC2 (stereo not drawn) | 23% | . | 0% | 0% | 0% | -4% | -0.4% | 1% | -17% | 2% | -3.9%
CNC(=O)CSP(=S)(OC)OC | . | . | -1% | . | 2% | . | -0.1% | -3% | 18% | . | -5.5%
Cc1ccc(NC(=O)CSc2nnc([C@@H](N)Cc3c[nH]c4ccccc34)o2)c(C)c1 | -11% | i | -5% | -16% | -4% | 6% | -0.8% | 40%[activator] | -29% | -4% | 0.6%
CCOC(=O)C1SC2(C(F)F)CC1(O)c1c(c(OC)c3occc3c1OC)O2 (stereo not drawn) | 9% | i | 3% | 19% | 0% | 28% | -1.2% | 7% | 20µM* | -1% | 0.2%
CNC(C)(C)Cc1ccccc1 | -16%[25.6 µM] | i | -4% | -5%[17.1 µM] | 0% | 6%[25.6 µM] | -0.3% | -10% | 2% | -2%[25.5 µM] | -1.0%[3.08 µM]
CC1=CC(=O)C2=C(C)C[C@H](O)[C@@H]3[C@@H](OC(=O)[C@H]3C)[C@H]12 | ? | i | . | -19% | . | 1% | . | . | . | -1%[11.4 µM] | .
COc1cccc2c1C(=O)c1c(O)c3c(c(O)c1C2=O)C[C@](O)(/C(C)=N\O)C[C@@H]3O[C@H]1C[C@H](N)[C@@H](O)[C@H](C)O1 | 1.6µM* | i | -1%[11.5 µM] | -9%[7.6 µM] | -4%[11.5 µM] | 14%[11.4 µM] | ? | . | -7%[11.5 µM] | -11%[11.4 µM] | 5.2%[15.4 µM]
Oc1ccc(Cl)c(Cl)c1Cl | -6% | . | -14% | 1% | -1% | -9% | 1.0% | . | ? | . | 2.2%
O=c1c2ccccc2nc(N2CCCC2)n1-c1ccc(Cl)cc1 | -1% | 1.2e-07M* | -3% | ? | -2% | 16% | 1.5% | -1% | ? | 0% | -0.9%
Cc1cc([P+](=O)O)c(C)n1-c1ccc(Br)cc1 | -23% | i | -2% | ? | -6% | ? | -0.7% | 27% | -13% | -39% | 1.0%
CC1(C)[C@@H]2CC[C@]1(C)CN(CCC[N+](C)(C)C)C2 | -7%[11.4 µM] | i | 3%[11.5 µM] | 13%[7.6 µM] | -1%[11.5 µM] | -2%[11.4 µM] | -3.2%[15.4 µM] | . | 10%[11.5 µM] | 1%[11.4 µM] | -1.8%[15.4 µM]
CC[C@H]1CN2CCc3cc(OC)c(OC)cc3[C@H]2C[C@@H]1C[C@H]1NCCc2c1[nH]c1ccc(O)cc21 | -5%[11.4 µM] | ? | 0%[11.5 µM] | -13%[7.6 µM] | -3%[11.5 µM] | -1%[11.4 µM] | 0.2%[15.4 µM] | . | -14%[11.5 µM] | 0%[11.4 µM] | 1.5%[15.4 µM]
C[C@]12CC[C@H](O)CC1=CC[C@@H]1[C@H]2CC[C@]2(C)C(=O)CC[C@H]12 | -3% | i | 3% | 4% | 0% | 5% | -3.1% | -2% | 14% | 1% | -0.7%
CCCCn1c(O)c(C(C)=Nc2c(C)n(C)n(-c3ccccc3)c2=O)c(=O)[nH]c1=O | -1% | ? | -1% | 10% | -2% | 13% | 0.0% | 3% | 11% | 1% | -3.4%
Nc1ccncc1 | ? | i | 3% | ? | -1% | 3%&-11% | 1.4% | 4% | 17% | -1%&0% | -8.2%
COc1ccc(CN2C(=O)CC(=O)NC2=O)cc1 | -4% | i | 0% | ? | 0% | 6% | -1.7% | 12% | -14% | 4% | -1.0%
COc1ccc(Br)cc1CN1CCN(CCO)CC1 | 4% | . | -2% | -4% | 1% | 9% | -0.3% | -4% | -4% | 1% | -1.5%
O=C(CN1C2CCC1CC(O)(c1cccnc1)C2)Nc1ccc2c(c1)OCO2 (stereo not drawn) | -14% | i | -1% | -10% | 1% | 4% | -1.0% | 43%[activator] | -6% | 1% | 0.8%
CC(C)(C)C(=O)CP(=O)(O)O | 2%[11.4 µM] | i | -1%[11.5 µM] | 8%[7.6 µM] | 1%[11.5 µM] | 5%[11.4 µM] | -0.1%[15.4 µM] | . | 5%[11.5 µM] | 1%[11.4 µM] | -0.9%[15.4 µM]
C[N+]1(C)C2CC(OC(=O)C(CO)c3ccccc3)CC1[C@@H]1O[C@H]21 (stereo partly drawn) | 4%&-10% | i | 1%&-2% | 1%&-7% | 0%&-2% | 7%&4% | -0.7%&-1.5% | -2%&1% | 1%&4% | 2%&1% | -1.8%&-2.3%
C=CC=O | 0% | . | -2% | -11% | 0% | ? | -2.0% | . | -4% | . | 0.0%
COC(=O)NC/C=C\c1nc(CC/C=C\C(=O)O[C@H]2C[C@H]3CC(=O)O[C@@H](/C=C\CC(C)C)C[C@@H]4CC[C@H](C)[C@H](C[C@@H](OC)C[C@H](C2)O3)O4)co1 | . | . | 0%[11.5 µM] | . | 3%[11.5 µM] | 21%[11.4 µM] | 1.3%[15.4 µM] | . | 11%[11.5 µM] | 2%[11.4 µM] | 0.5%[15.4 µM]
O=C1NC(=O)C2(Cc3c(nc4ccccn4c3=O)N3CCCCCC32)C(=O)N1Cc1ccccc1 (stereo not drawn) | -14% | ? | -4% | 10% | -5% | 10% | -1.1% | 1% | 4% | 1% | -9.0%
O=C(c1ccncc1)N1CCC[C@@]2(CCN(Cc3nccs3)C2)C1 | 8% | i | -2% | 3% | -5% | -1% | 0.5% | 17% | 3% | 1%[11.4 µM] | -2.5%

# An excerpt (hit frequency here may not be typical).
